# Source: PubChem
# MT stabilize HCS: stabilizes microtubules in HeLa cells | HeLa tubulin immunostaining HCS, 24 h; share of cells brighter than vehicle mean+2SD | % tubulin-high responders, % at 10 µM | actives 0.83% (n = 200,000) | AID 2205;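 active = plate Z-score above 3 for both tubulin-high and condensed-nucleus cell shares, with cell loss under 80%, at 10 µM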;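 also: anti alpha tubulin signal scored within the nucleus-defined area of each cell; some results filed as inactive read as strong as hits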
# Yfh1-depleted yeast: enhancers of respiration in Yfh1-depleted yeast, dose response, Friedreich's ataxia, plus single-dose screen (AID 1465); S. cerevisiae Yfh1-off respiration, WST-1 reduction, 72 h; higher fold induction means a stronger effect; actives 0.074% (n = 220,000); one-dose fold induction at 50 µM; EC50 in µM for titrated hits;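 active = fold induction of absorbance versus untreated yeast above a set limit, then at least 30% activation at any dose in follow-up; inconclusive = repeats straddling the limit, or above it without dose testing; inactive = fold induction below the set limit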;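 also: activators that raise dye reduction in frataxin-depleted yeast; strong numbers were not always called active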
# Dynein transport: blocks dynein driven cargo transport along microtubules; 3617.4 mouse cells, GR-EGFP nuclear translocation imaging; test concentration mostly 20 µM; stimulated with dexamethasone, 1 µM; hits give low values; z-score, hits read low; actives 0.47% (n = 220,000); AID 1381;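 active = plate z-score of nuclear minus cytoplasmic receptor signal below a set negative limit, without overly bright fluorescence or cell loss, cut at about -3.5 in these data, passing the limit was not always enough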;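 also: z-score of nuclear minus cytoplasmic ring GR-EGFP intensity difference per well; some compounds called inactive have numbers as strong as hits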
#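 Also added – dexamethasone, 1.0 µM final · Buffer or medium – tet-free, stripped-serum medium · Schedule – induction 48 h, compound 1 h, agonist 30 min · Detection – formaldehyde fixation, Hoechst nuclear stain, 10x automated fluorescence imaging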
# Autophagy HCS: modulators of autophagy; MEF GFP-LC3 puncta imaging; test concentration mostly 10 µM; calls only at 10 µM (by protocol); actives 0.98% (n = 190,000); AID 463193;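 active = percentage of spot-positive cells more than 3 SD above its plate mean, without a fluorescence outlier flag or 80% toxicity; inconclusive = no clear call, values can overlap the other calls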;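 also: spot-positive cell cutoff set from DMSO-treated cells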
# HEK293 NOD2/NF-kB: inhibition of NOD2-driven NF-kB reporter – cell-based, luminescence, uHTS, HEK293 (AID 1566) | actives 0.63% (n = 290,000) | one-dose inhibition, % at 4 µM; EC50 in µM for titrated hits | HEK293 NOD2/NF-kB luciferase reporter, luminescence; higher % means a stronger effect; in the data active = inhibition above about 50%; also: many of its hits are not listed in these tables
# bCat nuc transl: modulators of beta-catenin nuclear translocation; actives 0.3% (n = 190,000); HeLa beta-catenin nuclear translocation, immunofluorescence imaging; AID 1665; nuclear translocation activity, % at 5 µM;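 active = nuclear translocation activity above 50% at 5 µM, with a well cell count of 50 or more; inconclusive = wells under 50 cells across six images, flagged as toxic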;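 also: per-cell ratio of nuclear to cytoplasmic median beta-catenin stain intensity; plate controls were DMSO negative control for no effect and GSK-3 inhibitor IX positive control for full effect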
#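 Assay system: human HeLa cells, native beta-catenin; doses: 5 µM primary, 0.02–20 µM confirmation; incubation: compound treatment 24 h, 37°C, 5% CO2; technique: fluorescence imaging of beta-catenin antibody stain plus DAPI; measure: % activation, nuclear-to-cytoplasmic median beta-catenin signal ratio per cell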
# Insulin prom up: MIN6 insulin promoter up-regulation | MIN6 insulin promoter-GFP reporter, high-content imaging; hits give high values | z-score at 5 µM | actives 0.3% (n = 190,000);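 active = z-score above 3 at 5 µM with at least 500 cells counted in the well; inconclusive = wells under 500 cells, flagged as cytotoxic or low count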
# WT yeast gro inh: growth inhibition of WT yeast, mitochondrial fusion screen. actives 2.1% (n = 190,000). mitochondrial fusion phenotypic screen, WT strain. inhibition, % at 10 µM. AID 1362; in the data active = inhibition above about 58%; tested in S. cerevisiae
# Lipid droplet: hepatic lipid droplet formation modulation | AML12 mouse hepatocytes, oleate lipid droplets, BODIPY imaging | inhibition, % at 6.5 µM | actives 0.4% (n = 240,000);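 active = lipid droplet intensity inhibited by at least 50%, with more than 500 cells counted; inconclusive = wells with under 300 cells, treated as cytotoxic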
#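 Material: mouse AML12 hepatocyte cell line, fixed after treatment; Timing: compound with oleate, overnight; Technique: high-content imaging of BODIPY-stained droplets and DAPI nuclei; Probe or stimulus: oleate, 100 µM final; Dosing: compound at 6.5 µM only.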
# WT yeast gro inh mutant strain: second read-out of WT yeast gro inh, no call of its own (marks repeat the call); inhibition, %; mitochondrial fusion phenotypic screen, mutant strain inhibition
# Dynein transport cytoplasmic EGFP: further read-out of Dynein transport, marked with its call; z-score; measured here: cytoplasmic GR-EGFP intensity; hits give high values
# Dynein transport nuclear GR-EGFP: also measured in Dynein transport; calls as there; z-score; measured here: nuclear GR-EGFP intensity;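 lower value marks the stronger effect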
# Dynein transport cell count: second read-out of Dynein transport, no call of its own (marks repeat the call); z-score; measured here: cell count per field
# Insulin prom up cell count: recorded beside Insulin prom up, whose call it bears; cell count; measured here: cytotoxicity, nuclei count;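 total cells summed across four imaged fields per well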
# Lipid droplet cells 6.5 µM: second read-out of Lipid droplet, no call of its own (marks repeat the call); cell count; measured here: cell count, cytotoxicity flag;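 cells counted across two imaged fields per well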
# bCat nuc transl cell count 5 µM: second read-out of bCat nuc transl, no call of its own (marks repeat the call); cell count; measured here: cell count, cytotoxicity flag
# MT stabilize HCS Hoechst-high %: second read-out of MT stabilize HCS, no call of its own (marks repeat the call); % Hoechst-high responders; measured here: nuclear condensation Hoechst responders;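 share of cells brighter than vehicle mean plus two SD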
# MT stabilize HCS cytotoxicity %: also measured in MT stabilize HCS; calls as there; toxicity, %; measured here: cytotoxicity by cell density;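 0% = mean cell density of plate MIN control wells and 100% = no cells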
# Autophagy HCS cell loss 18 h: second read-out of Autophagy HCS, no call of its own (marks repeat the call); toxicity, %; measured here: cell loss, nuclei count;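 cell loss after 18 h compound exposure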
# * hit, by the source's call; i = inactive; ? = inconclusive; . = no result given.
SMILES,MT stabilize HCS,MT stabilize HCS Hoechst-high %,MT stabilize HCS cytotoxicity %,Yfh1-depleted yeast,Dynein transport,Dynein transport cytoplasmic EGFP,Dynein transport nuclear GR-EGFP,Dynein transport cell count,Autophagy HCS,Autophagy HCS cell loss 18 h,HEK293 NOD2/NF-kB,bCat nuc transl,bCat nuc transl cell count 5 µM,Insulin prom up,Insulin prom up cell count,WT yeast gro inh,WT yeast gro inh mutant strain,Lipid droplet,Lipid droplet cells 6.5 µM
COc1ccc(CNC(=S)Nc2ccccc2C)cc1,1.0,1.2,19,i,-0.1,-0.084,-0.09,0.47,i,-2,3%,-0.9,1214,-0.28,917,5,19,-3,779
C/C(=C\C(=O)c1ccc(Br)cc1)NCc1ccc2c(c1)OCO2,1.0,2.1,4.1,i,0.22,-0.0031,-0.13,0.11,i,3,4%,1.9,1389,0.95,1610,-6,12,.,.
CCOC(=O)c1ccc(Nc2nc(C)cc(=O)[nH]2)cc1,0.6,1.8,17,i,0.59,-0.39,-0.064,-0.016,i,7,14%,.,.,.,.,-5,-1,-1,787
COc1cc2c(cc1C1NC(=S)NC(C)=C1C(=O)N(C)C)CCCC2 (stereo not drawn),2.1,2.7,4.7,i,0.12,-0.24,0.25,-0.29,i,-13,10%,.,.,0.1,1300,3,3,-7,653
Cc1nc2scc(-c3ccc(Cl)cc3)c2c(=O)o1,2.0,1.5,7.3,i,2.8,0.39,1.9,-1.9,i,6,14%,.,.,-1.1,941,-16,-10,6,835
COc1cccc(C(=O)Oc2cc(N)n(S(=O)(=O)c3ccc(C)cc3)n2)c1OC,4.8,2.9,10,i,-0.31,-0.28,0.17,-0.31,i,10,2%,.,.,.,.,-7,34,.,.
CCOC(=O)c1c(-c2ccc(OC)cc2)csc1NC(=O)CCN1C(=O)c2ccccc2C1=O,3.3,1.8,8.2,i,0.47,-0.18,0.59,0.8,i,17,28%,-2.0,1316,-0.05,1652,17,6,.,.
COc1ccccc1-n1cc(CN2CCN(C3CCCC3)C(CCO)C2)cn1 (stereo not drawn),1.8,1.4,5.2,i,-0.31,-0.36,0.035,0.81,i,-13,4%,0.9,941,0.06,1621,-12,5,9,716
COC(=O)c1c(NC(=O)c2ccc(Br)o2)sc(C)c1C,3.0,3.2,9.2,i,-0.42,-0.38,-0.29,0.79,i,-8,8%,-3.2,993,-0.39,1214,16,4,.,.
N#CC1=C2SCN(Cc3ccccc3)CN2C(=O)CC1c1ccccc1F (stereo not drawn),1.9,2.2,4.7,i,-1.6,0.16,-0.85,0.84,i,1,10%,.,.,-0.17,978,11,7,.,.
CN(C)CCN1C(=O)C(=O)/C(=C(/O)c2ccc(OCc3ccccc3)cc2)C1c1ccncc1 (stereo not drawn),2.5,2.2,4.5,i,-0.0015,-0.19,-0.019,0.48,i,11,2%,-4.2,1200,0.24,760,0,-3,6,722
CN=C1C=C/C(=N/N=c2\ccn(O)cc2C)C=C1C,.,.,.,?,0.7,-0.27,0.33,-0.095,.,.,4%,1.5,1232,-0.75,1357,.,.,0,836
C=CCn1c(SCC(=O)O)nnc1-c1ccc(C(C)(C)C)cc1,6.6,1.8,7.8,i,0.4,-0.42,0.49,-0.41,i,-5,5%,-2.3,1193,0.07,1144,0,5,.,.
CCOC(=O)c1sc(Nc2cccc(Cl)c2)nc1C,.,.,.,i,0.08,-0.28,-0.098,0.66,.,.,-15%,-1.2,1457,-0.18,1290,.,.,0,704
COC(=O)c1nn(-c2ccccc2)c(Cl)c1/C=N/O,1.6,2.0,4.2,i,-0.16,-0.26,-0.079,0.25,i,23,2%,-0.4,1519,-0.8,1531,-4,5,12,695
O=C(Nc1cccc(O)c1)c1ccccc1[N+](=O)[O-],5.0,1.3,6.5,i,-0.13,-0.32,0.028,0.077,i,-43,6%,-1.9,985,0.58,1392,1,9,17,744
COc1ccc(NC(=O)c2n[nH]c(=O)c3ccccc23)cc1S(=O)(=O)N1CCCCC1,6.8,2.1,9.6,i,-0.85,-0.23,-0.43,0.21,i,11,-2%,0.7,1098,-0.46,1489,-3,-9,19,625
O=C(c1ccc(Cl)c(S(=O)(=O)N2CCOCC2)c1)N(c1ccccn1)C1CCCCC1,1.6,1.8,12,i,-0.41,-0.3,-0.19,-0.22,i,-3,-7%,1.8,881,-0.69,1380,-1,5,1,668
O=C(Cc1ccccc1)O/N=C1\CCCc2ccccc21,1.0,2.8,2.6,i,-0.77,-0.34,-0.89,-0.32,i,2,20%,-0.6,1086,-0.09,1129,-5,2,-22,679
O=C(OCC(=O)N1CCCc2ccccc21)c1ccc(Br)o1,3.4,1.6,4.8,i,0.51,-0.19,0.42,-0.77,i,-2,0%,-7.9,908,.,.,9,1,.,.
Cc1onc(-c2ccccc2)c1-c1csc(N/N=C/c2ccccc2)n1,.,.,.,i,-1.3,-0.0059,-0.6,0.62,.,.,-2%,-2.9,1086,.,.,.,.,-12,741
COC(=O)c1ccccc1NC(=O)C1CCC(=O)N1S(=O)(=O)c1ccc(C)cc1 (stereo not drawn),2.4,1.1,5.9,i,-0.36,-0.14,0.24,0.31,i,-1,-15%,-1.0,1419,0.34,1506,24,7,.,.
O=C(N/N=C/c1cc(Cl)cc([N+](=O)[O-])c1O)C1CC1,.,.,.,i,0.28,-0.22,0.14,0.11,.,.,9%,-2.3,1100,-1.2,1421,.,.,36,769
O=c1cc(CN2CCN(c3cccc(C(F)(F)F)c3)CC2)nc2sccn12,.,.,.,i,-0.038,-0.27,-0.13,0.57,.,.,7%,0.3,1268,-0.34,1031,.,.,-1,716
CCOC(=O)NN1C(=O)c2ccccc2NC1c1ccccc1F (stereo not drawn),1.5,2.6,12,i,-0.23,-0.28,-0.076,0.74,i,3,10%,-2.4,671,.,.,3,0,0,767
O=C(NCc1ccco1)c1cccc(S(=O)(=O)N2CCCCC2)c1,2.9,2.5,2.1,i,-0.5,-0.22,-0.55,1.5,i,-2,18%,-2.4,1222,0.78,1141,18,13,-3,707
S=C(NC1CCCCC1)NC1CC2CCC(C1)N2Cc1ccccc1 (stereo not drawn),1.9,1.9,7.6,i,0.042,-0.37,-0.064,0.88,i,8,1%,-0.1,1562,.,.,6,8,4,685
Cc1ccnc(-n2c(C)cc(/C=N/NC(=O)COc3cccc4cccnc34)c2C)c1,.,.,.,i,0.44,-0.19,0.65,0.13,.,.,16%,0.4,1364,.,.,.,.,-2,748
COc1ccc(NC(=O)N2CCC(c3ccccc3)C2)c(OC)c1 (stereo not drawn),3.1,3.1,0.5,i,-0.46,-0.12,-0.12,0.5,i,4,-5%,0.8,1116,0.47,880,1,0,.,.
O=C(NC(=O)c1cccc(F)c1)Nc1nc(-c2ccc(F)cc2)cc(C(F)(F)F)n1,1.3,3.2,4.7,i,-0.81,-0.15,-0.48,1.3,i,20,13%,-2.2,1047,-0.11,1124,4,-7,-2,709
COc1cccc(/C=N/n2nnnc2N)c1,.,.,.,i,-0.018,-0.23,-0.41,0.88,.,.,-5%,0.0,1243,-0.49,1160,.,.,2,760
COc1ccc(N2CCN(C(=O)CSc3nnc(COc4cccc5cccnc45)o3)CC2)cc1,7.2,1.6,14,i,3.3,-0.095,2.2,-2,i,7,17%,-1.8,1056,-1.8,1232,-3,1,.,.
NC(Cc1ccc(Oc2ccc(O)cc2)cc1)C(=O)O (stereo not drawn),2.3,2.8,9.4,.,0.14,-0.26,0.52,0.42,i,20,-2%,.,.,.,.,-8,-28,.,.
OCCCc1n[nH]c(=S)n1-c1ccccc1,2.8,2.1,6.8,i,1.7,-0.13,1.4,-1.8,i,1,23%,0.5,908,0.21,1627,-9,-10,2,674
COc1ccccc1/C=C/C=N/NC(=O)CN1CCN(S(=O)(=O)c2ccc(C)cc2)CC1,3.9,1.6,6.9,i,0.02,2.1,0.47,0.7,i,23,18%,-2.4,1195,-1.4,1447,-2,8,48,656
CN(C)/C=C1\SC(=S)N(N2C(=O)C3C4C=CC(C4)C3C2=O)C1=O (stereo not drawn),6.3,0.9,4.8,i,-0.099,-0.34,-0.2,0.96,i,29,-2%,-0.8,1113,0.01,1473,-16,2,3,688
COc1ccc(CCNC(=O)/C=C/C(=O)O)cc1OC,2.7,2.6,7.0,i,0.071,-0.096,0.035,-0.99,i,-11,-9%,-0.9,1500,0.18,1519,0,-10,-3,748

# Full records from above. Order of screens: MT stabilize HCS	MT stabilize HCS Hoechst-high %	MT stabilize HCS cytotoxicity %	Yfh1-depleted yeast	Dynein transport	Dynein transport cytoplasmic EGFP	Dynein transport nuclear GR-EGFP	Dynein transport cell count	Autophagy HCS	Autophagy HCS cell loss 18 h	HEK293 NOD2/NF-kB	bCat nuc transl	bCat nuc transl cell count 5 µM	Insulin prom up	Insulin prom up cell count	WT yeast gro inh	WT yeast gro inh mutant strain	Lipid droplet	Lipid droplet cells 6.5 µM
# O=c1cc(CN2CCN(c3cccc(C(F)(F)F)c3)CC2)nc2sccn12 is listed with .	.	.	i	-0.038	-0.27	-0.13	0.57	.	.	7%	0.3	1268	-0.34	1031	.	.	-1	716
# CN(C)/C=C1\SC(=S)N(N2C(=O)C3C4C=CC(C4)C3C2=O)C1=O (stereo not drawn) is listed with 6.3	0.9	4.8	i	-0.099	-0.34	-0.2	0.96	i	29	-2%	-0.8	1113	0.01	1473	-16	2	3	688

# Not all compounds are listed (hit frequency here may not be typical).
